# Source: PubChem BioAssay
# RXFP1 agonist – agonists of human relaxin receptor RXFP1. Potency, µM (series often up to 57.5 µM), for inactives: top-dose activation, actives largely listed as activators. 0.3% of 370,000 active. HEK293T-RXFP1 cAMP TR-FRET, 30 min; response scale: percent of porcine relaxin response, buffer zero. Q9HBX9. AID 2676; also: potency is read from the fitted curve at half-maximal effect; % is scaled to controls: 0 for no effect and ±100 for the full control effect; nearly all actives have a fitted effect of over 60% in size; many of its hits are not listed in these tables
# Target sequence (Q9HBX9 whole entry, looked up): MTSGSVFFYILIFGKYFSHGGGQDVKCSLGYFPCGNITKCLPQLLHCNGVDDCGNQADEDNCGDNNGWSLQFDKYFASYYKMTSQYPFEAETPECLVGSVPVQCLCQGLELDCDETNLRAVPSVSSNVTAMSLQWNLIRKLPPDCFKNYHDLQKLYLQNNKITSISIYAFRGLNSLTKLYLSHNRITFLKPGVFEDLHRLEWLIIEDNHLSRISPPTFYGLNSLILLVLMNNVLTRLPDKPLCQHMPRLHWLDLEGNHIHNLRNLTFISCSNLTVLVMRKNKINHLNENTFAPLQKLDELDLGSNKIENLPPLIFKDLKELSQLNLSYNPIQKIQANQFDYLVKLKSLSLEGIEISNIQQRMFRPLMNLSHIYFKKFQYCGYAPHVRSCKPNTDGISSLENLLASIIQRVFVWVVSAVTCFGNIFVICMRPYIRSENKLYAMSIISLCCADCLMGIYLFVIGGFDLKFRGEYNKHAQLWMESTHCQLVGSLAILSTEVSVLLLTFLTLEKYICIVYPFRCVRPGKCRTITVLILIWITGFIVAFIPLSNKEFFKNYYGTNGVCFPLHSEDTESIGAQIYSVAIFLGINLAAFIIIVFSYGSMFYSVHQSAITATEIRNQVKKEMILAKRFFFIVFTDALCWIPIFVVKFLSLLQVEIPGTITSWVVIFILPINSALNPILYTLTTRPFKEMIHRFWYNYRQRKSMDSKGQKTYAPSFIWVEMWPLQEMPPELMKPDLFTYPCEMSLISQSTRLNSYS
#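 cAMP rise read by TR-FRET after 30 min, 37C compound exposure (up to 58 uM) in RXFP1-transfected HEK293 cells with Ro 20174 present. EC50 from Hill-equation fits, with 29 nM porcine relaxin as 100% and buffer as basal.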
# D2 potentiator – D2 dopamine receptor (human) potentiation; P14416; HEK293 T-REx D2, calcium flux, EC20 dopamine potentiation; potentiation, % at 10 µM; 0.34% of 340,000 active; AID 485347;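 active = potentiation over 3 SD above the plate norm, cut at about 30% in these data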; also: 0% is about no effect
#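 Calcium flux readout, no-wash dye, 1 read/s. Inducible HEK293 Trex D2 line, overnight 30 C. Compound alone 180 s (agonist flags), then EC20 dopamine, another 180 s to score potentiation.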
# RXFP1 antagonist – antagonists of human relaxin receptor RXFP1 | activity change, negative = inhibition, % at 57.5 µM | Q9HBX9 | 0.59% of 350,000 active | HEK293-RXFP1, relaxin-stimulated cAMP HTRF, 30 min; hits give low values;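 active = activity change of -60% or lower, but not beyond a set lower limit; inconclusive = change between -60% and -40%, or beyond the set limit; inactive = change above -40%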; also: % is scaled to controls: 0 for no effect and ±100 for the full control effect
# TRHR PAM – TRH receptor (human) allosteric enhancement | enhancement, % at 2 µM | 0.66% of 360,000 active | TRHR cells, fluo-8 calcium fluorescence, EC20 TRH enhancement | P34981 | AID 493056; in the data active = enhancement above about 30%; also: 0% is about no effect
#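 Enhancer read-out: after compound pinning and an initial kinetic agonist-mode read, an EC20 of TRH (10 nM final) was injected and fluo-8 calcium signal (Ex 480/Em 530) followed at 1 s/cycle for 100 cycles in TRHR-expressing cells.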
# Apoferritin bind – candidate novel general anesthetic via apoferritin binding | P02791 | apoferritin/1-aminoanthracene competitive binding, fluorescence | Potency, µM (series often up to 77.5 µM), for the others: top-dose activity change, negative = displacement, most hits filed as inhibitors | 0.074% of 350,000 active; also: potency is read from the fitted curve at half-maximal effect; % is scaled to controls: 0 for no effect and ±100 for the full control effect; nearly all actives have a fitted effect of over 20% in size
# Target sequence (P02791 2-175 limits assumed): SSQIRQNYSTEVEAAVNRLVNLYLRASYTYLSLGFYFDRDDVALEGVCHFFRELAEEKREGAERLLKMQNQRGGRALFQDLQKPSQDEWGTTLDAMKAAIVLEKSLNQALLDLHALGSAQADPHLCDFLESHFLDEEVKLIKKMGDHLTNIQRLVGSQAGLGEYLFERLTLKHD
#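 Steps: apoferritin (10 uM) was premixed with half-saturated 1-AMA in PBS, compounds were pin-transferred, plates stood 10 min at room temperature, fluorescence was read at 380/535 nm, and curves were fitted with a Hill equation.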
# D1 agonist – agonists of human D1 dopamine receptor. P21728. HEK293 T-REx D1 cells, calcium flux, agonist mode. activation, % at 2 µM. 1% of 360,000 active; in the data active = activation above about 30%; also: 0% is about no effect
#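 Agonism was scored from calcium flux recorded over 180 s (1 read/s) after pintool compound addition, following a 10-cycle baseline. Cells were inducible force-coupled HEK293 TREx D1, plated overnight at 30 C and loaded with no-wash calcium dye.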
# TRHR agonist – TRH receptor (human) agonism; AID 493084; activation, % at 2 µM; TRHR cells, calcium flux fluo-8, FDSS agonist mode; 0.18% of 360,000 active; P34981; in the data active = activation above about 30%; also: 0% is about no effect
#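 Agonist-mode FDSS calcium read (Ex 480/Em 530, 1 s cycles) in 1536-well TRHR cells with fluo-8 dye, after 10-cycle baseline and 23 nL compound addition; TRH at EC20 (10 nM final) added afterwards for the enhancer phase.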
# D1 potentiator – enhances dopamine response at the human D1 receptor; P21728; HEK293 TREx D1 cells, calcium flux, dopamine EC20 potentiation; potentiation, % at 10 µM; 0.036% of 360,000 active; AID 504651; in the data active = potentiation above about 30%; also: 0% is about no effect
# D1 antagonist – antagonists of human D1 dopamine receptor. P21728. HEK293 TREx D1 cells, calcium flux, dopamine EC80; hits give low values. activity change, negative = inhibition, % at 10 µM. 3.2% of 360,000 active; in the data active = activity change below about -30%; also: % is scaled to controls: 0 for no effect and ±100 for the full control effect
#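 Calcium flux readout: force-coupled, inducible Hek293 Trex D1 line, cells induced overnight at 30 C with tetracycline, dye-loaded 30–90 min at RT. Antagonism scored against EC80 dopamine challenge given 180 s after compound.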
# The depositor's hits bear a star; ? = inconclusive; . = not tested or not shown; [ ] = another dose, or the depositor's remark. Unless noted, calls follow the shape of the dose curve; as a rule, active = well fitted curve in the direction sought with a large enough effect; inconclusive = small, poorly fitted or top-dose-only effect, or another doubt; inactive = no such curve, though single readings can be large; an effect the other way counts as inactive or inconclusive.
item	RXFP1 agonist	D2 potentiator	RXFP1 antagonist	TRHR PAM	Apoferritin bind	D1 agonist	TRHR agonist	D1 potentiator	D1 antagonist	structure
1	16%	-3	3	2	-12%	2	-0.1	-5	-15	CCOc1ccc(/C(O)=C2/C(=O)C(=O)N(c3cc(C)on3)C2c2ccc(C(=O)OC)cc2)cc1 (centres undefined)
2	-0.3%	9	-6	30*	8%	1	-0.4	-4	-5	Cc1ccc(NC(=O)N2C3CCCC2CC(NC(=O)C2CC2)C3)cc1 (centres undefined)
3	0.2%	1	-16	-4	-8%	4	-0.4	-10	-2	CCOC(=O)C1CCN(c2nc(-c3ccc(C)cc3)nc3ccccc23)CC1
4	-0.7%	7	-3	5	-4%	4	-0.8	0	-9	O=C(CNC1C(=O)Nc2ccccc21)Sc1ccccc1 (centres undefined)
5	0.7%	.	14	11	.	1	0.0	4	-13	O=C(COC(=O)c1cc(Cl)ccc1O)NCC1CCCO1 (centres undefined)
6	2.0%	18	-1	0	0%	3	1.0	-3	11	CCOC(=O)Cc1cc(=O)[nH]c(=O)[nH]1
7	1.1%	-8	.	-3	-18%	3	0.2	-5	22	CC[C@@H](C)[C@H](CN[C@H](CNC)C(C)C)NC[C@@H](C)c1ccc(CC(C)C)cc1
8	0.0%	7	-5	-2	?	-2	-1.9	0	14	CCOC(=O)c1ccc2nc(CCC(=O)N[C@H](C(=O)OC)C(C)C)c(=O)n(CC)c2c1
9	0.2%	-18	1	-9	?	3	0.2	-6	5	Cc1cccc(CSc2nnc(NC(=O)CSc3nnc(C)s3)s2)c1
10	-0.6%	-6	-3	-2	.	2	0.2	0	-8	CC1CC(C)(C)CC2(C1)NC(=O)N(CC(=O)N1CCN(Cc3ccc(C#N)cc3)CC1)C2=O (centres undefined)
11	1.7%	4	1	3	-6%	3	0.5	0	9	COc1cccc(CC(CC(=O)O)C(=O)Nc2cc(C)ccc2C)c1 (centres undefined)
12	4.9%	8	-13	-5	-19%	9	-2.2	2	3	Cc1ccc(-n2nc3c(N4CCC(C(=O)N5CCN(C)CC5)CC4)nnc(C)c3c2C)cc1
13	-2.9%	.	-5	9	?	1	0.1	6	-4	O=[N+]([O-])c1ccc(N2CCCCCC2)c(S(=O)(=O)N2CCCCC2)c1
14	-1.8%	2	4	-1	-3%	3	0.5	5	19	COc1ccc(OC)c2c(=O)cc(C(=O)O)[nH]c12
15	0.3%	-3	8	0	-8%	3	0.9	-7	0	CCOC(=O)CNc1nc(C#N)nc(N2CCOCC2)n1
16	-1.0%	11	-5	36*	-14%	14	2.4	1	6	CC(C)N1CCN(Cc2cccn2-c2nccs2)CC1CCO (centres undefined)
17	0.9%	9	-4	-4	-5%	0	0.1	0	3	CC(C)NC(=S)Nc1c(N)[nH]c(=O)[nH]c1=O
18	2.3%	7	3	-5	-3%	0	0.4	-3	-11	COc1ccc(-c2cc(C(F)(F)F)n3nc(C(=O)N4CCCCC4)cc3n2)cc1
19	1.4%	12	-2	-5	-22%	0	-0.4	-1	13	O=C(Cn1cc(C(F)(F)F)ccc1=O)N1CCN(S(=O)(=O)c2ccc(Cl)cc2)CC1
20	-1.9%	-9	19	2	1%	6	-1.1	3	-3	CCCN1CCN(CCCNC(=O)CN2C(=O)c3cccnc3Oc3ccc(Cl)cc32)CC1
21	0.9%	-5	12	-6	-17%	1	-0.5	-6	6	C=CCNc1nnc(SC2CC(=O)N(c3ccc(OC)cc3)C2=O)s1 (centres undefined)
22	-0.9%	-11	-7	0	-9%	1	-0.4	-6	1	CCCn1c(C2CC(=O)N(c3ccc(C)cc3)C2)nc2ccccc21 (centres undefined)
23	-0.5%	-2	-24	5	7%	0	-0.8	-2	0	C=CCNC(=O)/C(C#N)=C/c1c(C)nn(-c2ccc(Cl)cc2)c1Cl
24	-1.4%	13	-1	18	.	-1	-1.6	-2	-2	Cc1ccc(C(=O)NCC(=O)NCC(c2cccs2)N2CCOCC2)cc1C (centres undefined)
25	0.1%	.	-13	0	-7%	2	0.0	0	0	O=C(CCCOc1ccc(Cl)cc1)NCCc1ccccc1
26	-1.9%	0	1	1	-6%	10	-0.5	-8	-1	CCN(CCn1cccn1)C(=O)CC1C(=O)NCCN1CCc1ccccc1 (centres undefined)
27	-0.7%	1	-3	8	-6%	0	-0.3	-5	-9	COc1ccc(-c2[nH]ncc2C(=O)NCc2cccc(OC)c2)cc1
28	1.7%	-2	8	1	-11%	1	0.3	2	-6	CCN1CCN(C(CNC(=O)c2ccc3c(c2)OCO3)c2cccnc2)CC1 (centres undefined)
29	6.3%	-5	-14	-4	-12%	1	-0.3	2	-1	O=C(CSc1nnc(CNC(=O)c2cccc(C(F)(F)F)c2)o1)NCC1CCCO1 (centres undefined)
30	0.2%	2	10	2	-15%	0	-0.4	0	11	CC(O)C(NS(=O)(=O)c1ccc(Cl)cc1)C(=O)OCc1nnc(-c2ccccc2)o1 (centres undefined)

# Entries listed above printed as active in TRHR PAM:
item	RXFP1 agonist	D2 potentiator	RXFP1 antagonist	TRHR PAM	Apoferritin bind	D1 agonist	TRHR agonist	D1 potentiator	D1 antagonist	structure
2	-0.3%	9	-6	30*	8%	1	-0.4	-4	-5	Cc1ccc(NC(=O)N2C3CCCC2CC(NC(=O)C2CC2)C3)cc1 (centres undefined)
16	-1.0%	11	-5	36*	-14%	14	2.4	1	6	CC(C)N1CCN(Cc2cccn2-c2nccs2)CC1CCO (centres undefined)

# More compounds.
item	RXFP1 agonist	D2 potentiator	RXFP1 antagonist	TRHR PAM	Apoferritin bind	D1 agonist	TRHR agonist	D1 potentiator	D1 antagonist	structure
31	0.6%	-5	-2	9	1%	2	0.0	10	4	C/C(=N\NC(=O)c1cccc(S(=O)(=O)Nc2ccccc2Cl)c1)c1ccco1
32	8.9%	7	0	-7	?	2	0.0	-2	-4	Clc1ccccc1CO/N=C1\CCCc2nonc21
33	1.9%	-7	-11	-3	-8%	1	-0.5	-5	-2	O=C(CSc1nccn1-c1ccc(F)cc1)NCc1ccc(F)cc1
34	-1.2%	-12	-8	7	-7%	2	-0.7	6	38	CCN(Cc1ccccc1)C(=O)Cn1c(=O)n(CC(=O)N2CCCCC2)c(=O)c2sccc21
35	0.2%	17	.	1	-5%	6	1.0	-1	8	Cc1onc(-c2ccccc2)c1C(=O)Nc1ccc(S(=O)(=O)N2CCCCC2)cc1
36	1.6%	-5	-9	8	-4%	-1	0.2	-5	19	O=C(NCc1ccccc1)C1CC(=O)N(c2ccc(OCC(=O)N3CCCC3)cc2)C1 (centres undefined)
37	3.9%	4	-6	9	-7%	-1	0.4	-5	.	COC(=O)c1cn(-c2nc(C)c3c(n2)CCC3)nn1
38	3.2%	0	0	-1	-9%	5	0.4	-1	-3	COc1ccc(NC(=O)c2cc(-c3ccncc3)nc3ccc(Br)cc23)cc1OC
39	2.0%	10	6	7	3%	0	0.5	-2	-12	CC(=O)N(C(C)=O)c1nc2nc(C)cc(C)n2n1
40	-0.5%	20	.	-3	85%[activator]	4	1.1	0	8	CCOc1ccc(NC(=O)c2oc3ccccc3c2NC(=O)C(C)Oc2ccccc2)cc1 (centres undefined)
41	-1.5%	-1	9	-1	-8%	-2	0.5	3	14	C/C(=N\Nc1ccc(Cl)c(C(=O)O)c1)c1cc2ccccc2o1
42	-0.8%	-8	1	-8	.	0	-0.1	1	34	Nc1c(N(Cc2ccccc2)C(=O)CCc2ccccc2)c(=O)[nH]c(=O)n1Cc1ccccc1
43	0.6%	23	-19	12	-17%	0	-1.1	-2	-2	CC(=O)Nc1ccc(SCc2csc(C)n2)cc1
44	1.3%	5	2	-4	?	3	-0.3	-2	-14	COC(=O)c1ccc(Cn2nnc3c(=O)[nH]c(C4CCN(S(=O)(=O)c5ccc(F)cc5)CC4)nc32)cc1
45	1.8%	-8	-16	2	-5%	13	-0.2	-2	-17	Cc1ccc2[nH]c(C(=O)Nc3ccccc3)cc2c1

# Whole records, looked up by structure:
# O=C(NCc1ccccc1)C1CC(=O)N(c2ccc(OCC(=O)N3CCCC3)cc2)C1 (centres undefined) is listed as RXFP1 agonist: 1.6%; D2 potentiator: -5; RXFP1 antagonist: -9; TRHR PAM: 8; Apoferritin bind: -4%; D1 agonist: -1; TRHR agonist: 0.2; D1 potentiator: -5; D1 antagonist: 19
# CCN(Cc1ccccc1)C(=O)Cn1c(=O)n(CC(=O)N2CCCCC2)c(=O)c2sccc21 is listed as RXFP1 agonist: -1.2%; D2 potentiator: -12; RXFP1 antagonist: -8; TRHR PAM: 7; Apoferritin bind: -7%; D1 agonist: 2; TRHR agonist: -0.7; D1 potentiator: 6; D1 antagonist: 38
# Clc1ccccc1CO/N=C1\CCCc2nonc21 is listed as RXFP1 agonist: 8.9%; D2 potentiator: 7; RXFP1 antagonist: 0; TRHR PAM: -7; Apoferritin bind: ?; D1 agonist: 2; TRHR agonist: 0.0; D1 potentiator: -2; D1 antagonist: -4

# The results go on:
item	RXFP1 agonist	D2 potentiator	RXFP1 antagonist	TRHR PAM	Apoferritin bind	D1 agonist	TRHR agonist	D1 potentiator	D1 antagonist	structure
46	1.3%	-5	-4	1	-18%	2	0.1	-6	7	COc1ccccc1-n1cnnc1SCC(=O)Nc1ncc(Cl)cc1Cl
47	1.3%	0	4	-1	-23%	1	0.0	-2	-23	Cc1ccc(Sc2ccc(C(=O)N(C)C)cc2[N+](=O)[O-])cc1
48	-0.4%	-2	10	1	-7%	0	-1.4	-3	2	Cc1ccc(SCCC(=O)N(C)C)cc1
49	-0.4%	3	-3	-21	-9%	10	-1.3	-4	0	CC1=NN(c2nc(-c3ccc(C)cc3)cs2)C(=O)C1N=Nc1ccccc1O (centres undefined)
50	2.3%	-1	-3	2	-6%	4	0.1	-4	-5	O=C(CS(=O)(=O)Cc1ccccc1)Nc1cccnc1
51	0.1%	3	-5	-4	-22%	7	-0.3	-2	-14	CCNS(=O)(=O)c1cccc(C(=O)c2c(C)cc3ccccn23)c1
52	0.5%	-6	-1	0	-8%	1	-1.1	6	-12	CC1CC(C)CN(S(=O)(=O)c2ccc(C(=O)Nc3nnc(C4CC4)o3)cc2)C1 (centres undefined)
53	1.5%	-7	-4	-6	-10%	0	0.3	1	-23	CC(=O)c1nn(-c2cccc(Cl)c2)cc1C(=O)c1ccco1

# These rows are one share of the data; the hit share may differ from the screen's.
